Kir21 block – blocks the mouse Kir2.1 inward-rectifier potassium channel | P35561 | HEK293-Kir2.1, FluxOR thallium flux fluorescence; active compounds read low | B-score at 10 µM | 0.85% of 310,000 active | AID 1672;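 active means fluorescence ratio B-score at or below minus 3 SD of library scores, with starting-brightness B-score within 2 SD, cut at about -4.2 in these data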;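 further: channel flux triggered by added potassium and thallium sulfate stimulus; B-score of peak minus minimum fluorescence over baseline after thallium stimulus; more negative B-score means stronger Kir2.1 block with less thallium influx; some compounds called inactive have numbers as strong as hits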
Target sequence (P35561 whole entry, looked up): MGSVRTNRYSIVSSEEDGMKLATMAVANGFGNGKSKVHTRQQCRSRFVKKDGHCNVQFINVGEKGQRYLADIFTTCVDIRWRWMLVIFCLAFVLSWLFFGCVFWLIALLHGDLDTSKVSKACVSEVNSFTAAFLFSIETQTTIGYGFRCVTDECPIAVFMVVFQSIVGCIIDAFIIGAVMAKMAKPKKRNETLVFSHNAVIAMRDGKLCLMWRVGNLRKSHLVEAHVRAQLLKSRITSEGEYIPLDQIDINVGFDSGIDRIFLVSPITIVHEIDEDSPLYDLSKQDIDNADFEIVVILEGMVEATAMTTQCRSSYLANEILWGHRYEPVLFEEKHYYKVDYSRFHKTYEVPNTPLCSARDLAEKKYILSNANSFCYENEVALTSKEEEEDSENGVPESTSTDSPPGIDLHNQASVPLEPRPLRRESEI
KCNQ2 block – KCNQ2 potassium channel inhibitors, primary screen, cell-based, CHO-K1, FluxOR thallium flux, B-score (AID 2156); 20 min; active compounds read low; B-score at 10 µM; 1.1% of 310,000 active; O88943;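 active means fluorescence ratio B-score at most minus 3 library SDs, with starting brightness B-score within 2 library SDs, cut at about -5.5 in these data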
STK33 kinase inh – inhibitors of human STK33 kinase; purified STK33, MBP phosphorylation, ADP-Glo luminescence; inhibition, % at 10 µM; 0.073% of 320,000 active;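 active means inhibition at or above 25%, using the most active replicate where run in duplicate; inactive means inhibition below 25%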
Target sequence (Q9BYT3 whole entry, looked up): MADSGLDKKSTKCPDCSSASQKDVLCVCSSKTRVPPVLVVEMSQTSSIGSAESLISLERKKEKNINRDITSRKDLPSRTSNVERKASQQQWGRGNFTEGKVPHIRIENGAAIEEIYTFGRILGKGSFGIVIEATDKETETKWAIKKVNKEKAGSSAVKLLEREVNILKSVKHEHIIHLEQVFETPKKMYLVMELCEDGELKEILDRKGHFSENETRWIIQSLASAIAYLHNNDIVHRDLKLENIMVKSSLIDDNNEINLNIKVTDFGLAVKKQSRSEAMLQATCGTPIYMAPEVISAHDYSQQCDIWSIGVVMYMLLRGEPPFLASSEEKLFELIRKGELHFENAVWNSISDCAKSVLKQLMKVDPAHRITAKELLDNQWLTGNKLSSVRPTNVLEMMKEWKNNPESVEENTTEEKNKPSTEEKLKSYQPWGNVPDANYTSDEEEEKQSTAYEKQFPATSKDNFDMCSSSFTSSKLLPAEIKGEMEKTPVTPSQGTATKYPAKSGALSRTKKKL
* = called active by the depositor; i = inactive; . = no result given. Outcome played no part in choosing rows; about 1.9% have a hit in one of these screens.

STK33 kinase inh,Kir21 block,Molecule,KCNQ2 block
-1.1,0,CN(C)/C=C(/C(=O)c1ccc(Cl)cc1Cl)S(=O)(=O)c1ccc(Cl)cc1,i
-1.0,0.28,Cc1ccc2c(c1)N(CC(=O)NCCCN1CCN(C)CC1)C(=O)CO2,i
-0.6,-0.01,Cc1ccc(Oc2ncc(CN3CCOCC3)s2)cc1,i
4.4,0.07,CCN1C(=O)/C(=C\c2nc3ccccc3c(=O)n2CC)c2ccccc21,i
1.0,-0.95,O=C(Cn1cc(C(=O)c2ccco2)c2ccccc21)Nc1ccccc1F,i
1.4,-2.7,CC(NC(=O)COC(=O)CNC(=O)c1ccc(-c2ccccc2)cc1)c1ccccc1 (configuration not stated),i
-1.3,-0.4,Cc1nnc(Nc2ccc(Cl)cc2)s1,i
-0.4,0.27,CC1(C)C2CCC1(CS(=O)(=O)NC(CC(=O)O)c1cccc(Br)c1)C(=O)C2 (configuration not stated),i
2.0,-0.47,Cc1ccc(-c2nnc(SCC(=O)Nc3cccc(C(=O)N4CCOCC4)c3)n2C)cc1,i
-1.3,-0.21,Cc1ccc([N+](=O)[O-])cc1NC(=S)NCCc1ccccc1,i
0.5,0.41,Nn1cnnc1N/N=C/c1ccc(F)cc1,i
1.1,-0.74,Cc1ccc(S(=O)(=O)c2nnn3c2nc(N2CCC(C(N)=O)CC2)c2ccccc23)cc1C,i

Quoted at random: 4 entries already listed.
STK33 kinase inh,Kir21 block,Molecule,KCNQ2 block
1.1,-0.74,Cc1ccc(S(=O)(=O)c2nnn3c2nc(N2CCC(C(N)=O)CC2)c2ccccc23)cc1C,i
4.4,0.07,CCN1C(=O)/C(=C\c2nc3ccccc3c(=O)n2CC)c2ccccc21,i
-0.6,-0.01,Cc1ccc(Oc2ncc(CN3CCOCC3)s2)cc1,i
-1.3,-0.4,Cc1nnc(Nc2ccc(Cl)cc2)s1,i

Remaining list, next part
STK33 kinase inh,Kir21 block,Molecule,KCNQ2 block
0.0,0.76,Cc1ccc(C(=O)N/C(=C/c2ccco2)C(=O)N2CCCCCC2)cc1,i
-0.6,1.8,O=C(OCc1ccc2c(c1)OCO2)c1ccc(S(=O)(=O)N2CCCCC2)cc1,i
-1.5,0.73,Cc1cc(C(F)(F)F)n(-c2nc(C(=O)NNS(=O)(=O)c3ccccc3[N+](=O)[O-])cs2)n1,i
-1.8,0.62,COc1ccc(NC(=O)Cn2c(=O)n(-c3ccc(OC)cc3OC)c(=O)c3c(C)c(C)sc32)cc1,i
-2.4,0.77,CN1CCN(C(=O)C2=C[C@@H](c3ccc(C(F)(F)F)cc3)C[C@@H](OCc3ccc(CO)cc3)O2)CC1,i
-1.8,0.66,O=C(COC(=O)CCCSc1nc2ccccc2[nH]1)Nc1ccc(Cl)cc1,i
-2.6,0.02,COc1ccc(/C=N/NC(=O)c2ccncc2)cc1CSc1nc2ccccc2s1,i
-1.1,0.02,CC(C)CCN1CCN(Cc2ccsc2)CC1CCO (configuration not stated),i
-1.3,-0.66,CCOc1cc(/C=N/NC(=O)c2ccncc2)ccc1OC(=O)c1ccco1,i
0.2,1.9,CC(C)CC(c1nnnn1CC1CCCO1)N1CCN(c2cccc(Cl)c2)CC1 (configuration not stated),i
-4.0,-0.41,COc1cccc(CNC(=O)CCC2CCCN(C3CCOCC3)C2)c1 (configuration not stated),i
-0.4,1.7,CS(=O)(=O)N(C(=O)NC(=O)NC12CC3CC(CC(C3)C1)C2)C1CCCCC1,i
2.8,-0.25,CCOc1cc(C(=O)NC(C)CC)cc(OCC)c1OCC (configuration not stated),i
-0.5,-0.45,O=C(C1CCN(S(=O)(=O)N2CCOCC2)CC1)N1CCN(c2ccccc2F)CC1,i
1.0,-0.01,COc1ccccc1S(=O)(=O)Cc1ccc(C(=O)NCc2ccccc2)o1,i
-0.7,1,CC(C)c1ccc(N=C2NN=C(c3cccs3)CS2)cc1,i
-0.2,0.08,O=C(c1cccc(Oc2ccccc2)c1)N1CCN(c2ccccn2)CC1,i
-0.3,2.1,COC(=O)c1c(NC(C)=O)sc(C(=O)Nc2ccccc2OC)c1C,i
.,0.69,CCn1cc(CNC(=O)C2CCC(=O)N(CCc3cccc(F)c3)C2)cn1 (configuration not stated),i
.,-1.7,O=C(Nc1ccc(Cl)cc1)Nn1cnnc1,i
-2.2,-0.74,Cc1ccc(C(=O)Nc2cccc(C(=O)NCc3ccccc3)c2)o1,i
-0.4,-0.49,Oc1cccc2ccc[n+](CC(O)Cn3c4ccccc4c4ccccc43)c12 (configuration not stated),i
2.2,1.3,Cc1ccc(-c2cc(C(=O)N/N=C/c3ccc([N+](=O)[O-])o3)c3ccccc3n2)o1,i
-2.0,-0.87,O=C(COC(=O)c1ccccc1C(=O)c1ccc(Cl)cc1)NCc1ccccc1,i
.,0.44,CC(=O)c1c(N2CCN(Cc3ccccc3)CC2)nc(=S)n(Cc2ccccc2)c1C,i
0.2,1.5,COc1ccc(C(=O)NCC(c2ccc(F)cc2)N2CCOCC2)cc1S(=O)(=O)N1CCCC1 (configuration not stated),i
-0.2,-2.7,Cc1cc(=O)oc2cc3c(cc12)OCCO3,i
-2.1,1.6,Cc1nc(C(=O)Nc2ccc(Cl)cc2)sc1C1(C)CC(c2ccccc2)=NO1 (configuration not stated),i
-1.1,-3.1,CC12COC3(P(=O)(c4ccccc4)c4ccccc4)CC1CCC23CP(=O)(c1ccccc1)c1ccccc1 (configuration not stated),i
.,-0.01,COCCn1c(C)cc(C(=O)COC(=O)c2ccc(N3CCCC3=O)cc2)c1C,i
0.0,-0.01,CSc1ccc(/C=N/NC(=O)C[n+]2ccccc2)cc1,i
-0.2,0.49,COc1ccccc1-c1cc(C(=O)Nc2cc(C)nn2-c2ccccc2)no1,i
-2.6,-0.22,CC1Cc2ccccc2N1C(=O)Cn1cnc2ccccc2c1=O (configuration not stated),i
-1.3,-1,COc1ccccc1CN(C)C(=O)c1cc(-c2cc(OC)c(OC)c(OC)c2)nc2ccccc12,i
8.3,0.57,CCOCCCNC(=O)CCC(=O)NNc1nc2ccccc2c2nc(C)nn12,i
-1.3,-0.71,COc1ccc(OC)c(N/C(=N/C(=S)Nc2ccccc2)Nc2nc(C)cc(C)n2)c1,i

The last 2 compounds of the section above come first, to join the parts:
STK33 kinase inh,Kir21 block,Molecule,KCNQ2 block
8.3,0.57,CCOCCCNC(=O)CCC(=O)NNc1nc2ccccc2c2nc(C)nn12,i
-1.3,-0.71,COc1ccc(OC)c(N/C(=N/C(=S)Nc2ccccc2)Nc2nc(C)cc(C)n2)c1,i
0.7,1.2,Cc1nc(C(=O)NC2CCCCC2)sc1C1(C)CC(c2cccnc2)=NO1 (configuration not stated),i
0.7,-0.07,CCn1c(SCC(=O)N2c3ccccc3CCc3ccccc32)nnc1-c1ccc(OC)cc1,i
-1.1,0.49,C[C@]12CCC(=O)C=C1CC[C@@H]1[C@@H]2[C@@H](O)C[C@@]2(C)[C@H]1CC[C@]2(O)C(=O)CO,i
-0.9,-0.64,COCCCN1C(=O)c2ccc(C(=O)OCC(=O)NCc3ccccc3OC)cc2C1=O,i
-2.2,0.12,CCOCCCNC(=O)c1ccc2c(c1)N=C(CC)c1cc(Br)ccc1S2,i
-0.8,2.3,COC(=O)/C(C#N)=C/c1c(Oc2cccc(C)c2)nc2ccccn2c1=O,i
.,1.6,COc1ccc(/C=N/NC(=O)C(=O)N2CCCC2)cc1OC,i
-0.6,-0.2,CCOC(=O)c1c(NC(=O)CSc2nnnn2C)sc(CC)c1C,i
0.2,-0.14,CC(=O)c1c(C)[nH]c(C(=O)OCC(=O)Nc2cccc(S(=O)(=O)N3CCCC3)c2)c1C,i
0.6,0.04,CCOC(=O)c1c(-c2ccccc2)csc1NC(=O)C1CCCO1 (configuration not stated),i
-3.0,1.7,CCNC(=S)N/N=C(\C)c1cccc([N+](=O)[O-])c1,i
-0.6,-0.4,Cc1ccc(C(=O)N(CN2CCCC2=O)c2ccccc2)cc1,i

Profiles from above. Order of values: STK33 kinase inh, Kir21 block, KCNQ2 block
C[C@]12CCC(=O)C=C1CC[C@@H]1[C@@H]2[C@@H](O)C[C@@]2(C)[C@H]1CC[C@]2(O)C(=O)CO in the list: -1.1, 0.49, i
COC(=O)/C(C#N)=C/c1c(Oc2cccc(C)c2)nc2ccccn2c1=O in the list: -0.8, 2.3, i
CCOC(=O)c1c(NC(=O)CSc2nnnn2C)sc(CC)c1C in the list: -0.6, -0.2, i
Cc1ccc(C(=O)N(CN2CCCC2=O)c2ccccc2)cc1 in the list: -0.6, -0.4, i
CCNC(=S)N/N=C(\C)c1cccc([N+](=O)[O-])c1 in the list: -3.0, 1.7, i

(listing goes on)
STK33 kinase inh,Kir21 block,Molecule,KCNQ2 block
3.5,-2.3,O=C(O)C1CCN(C(=O)COc2ccc3c(c2)oc(=O)c2ccccc23)CC1,i
-0.5,-0.55,COC(=O)c1[nH]c2ccc(Cl)cc2c1NC(=O)CCN1CCOCC1,i
0.4,0.78,C/C(=N\NC(=O)CCc1ccc(S(=O)(=O)N2CCOCC2)cc1)c1ccccc1Cl,i
-2.0,1.2,CC(=O)c1ccc(N2CCN(C(=O)/C=C/c3ccc4ccccc4n3)CC2)cc1,i
.,-1.9,CCCn1c(C(O)c2cccc(OC)c2)nc2ccccc21 (configuration not stated),i
0.1,0.01,O=C(CC1(O)C(=O)Nc2ccccc21)c1ccc(-n2cnnn2)cc1 (configuration not stated),i
-0.3,0.58,O=C1c2ccccc2C(Nc2ccc3c(c2)OCO3)N1Cc1ccc2c(c1)OCO2 (configuration not stated),i
-1.8,-0.47,NC(=S)Nc1cccc2[nH]ccc12,i
-3.2,-0.27,COc1cc(CCC(=O)OCC(=O)Nc2ccc(F)cc2F)cc(OC)c1OC,i
0.0,1.4,Nc1ccc(C(=O)OCC(=O)NC2CCS(=O)(=O)C2)cc1[N+](=O)[O-] (configuration not stated),i
-1.2,1.1,C[N+](C)(C)C[C@H](O)CC(=O)[O-],i
-1.1,-1.2,COC(=O)[C@@H]1C[C@H]2CC[C@H](O)C[C@H]2N1Cc1ccc(Cl)cc1,i
5.8,0.58,NC(=O)c1sc(-c2ccsc2)cc1NS(=O)(=O)c1ccc(C(F)(F)F)cc1,i
0.7,-0.09,CCN(CC)c1ccc(/C=N/N2CCN(Cc3ccc(C)cc3C)CC2)c(O)c1,i
-0.7,0,CC(=O)N(C)c1nnc(-c2ccccn2)s1,i
-0.1,-0.69,O=C(CCCn1c(=S)[nH]c2cc3c(cc2c1=O)OCO3)N1CCN(c2ccc(F)cc2)CC1,i
0.2,-1.2,CCn1nc(C)cc1C(=O)Sc1cccc(Cl)c1,i
1.2,0.7,CC(C)(C)NC(=O)CC(c1ccccc1)c1ccccc1O (configuration not stated),i
-0.5,1.5,CC12CCC(C(=O)N(CC(O)CN3CCCCC3)C1=O)C2(C)C (configuration not stated),i
0.7,-1.4,COc1cc(/C=C/c2ccc3c(Br)cc(Br)c(O)c3n2)ccc1O,i
0.3,0.58,O=C(NCCC1=CCCCC1)c1ccc(F)c(S(=O)(=O)N2CCOCC2)c1,i
-0.3,-3,CCN(CC)c1ncnc2sc(C(=O)N3CCN(c4ccccc4)CC3)c(C)c12,i
0.4,0.2,Cc1cc(F)ccc1NC(=O)c1cc(S(=O)(=O)N2CCOCC2)cn1C,i
-1.6,0.9,CC(=O)c1ccc(OCC(=O)NCc2ccc(F)cc2)cc1,i
3.2,-1.2,COc1ccc2ccc(=O)oc2c1CC(O)C(C)(C)O (configuration not stated),i
-1.8,0.18,CCn1c(SCC(=O)NCC2CCCO2)nnc1-c1ccc(Cl)cc1 (configuration not stated),i
0.0,-1.6,Cc1ccc(S(=O)(=O)N2CCN(C(=O)C3Cc4ccccc4CN3C(=O)c3ccco3)CC2)cc1 (configuration not stated),i
-0.4,0.35,N#Cc1ccc(S(=O)(=O)NCC(=O)OCC(=O)N2CCCC2=O)cc1,i
-0.5,1.1,CC(Cc1ccccc1)C(=O)NCCO (configuration not stated),i
0.9,-1.8,CN(C)c1ccc(/C=C(\NC(=O)c2ccccc2)C(=O)NCCN2CCOCC2)cc1,i
2.9,-0.02,Fc1c(F)c(-n2nnc3ccccc32)c(F)c(F)c1Cl,i
3.9,-0.12,COc1ccc([N+](=O)[O-])cc1NC(=O)CSc1nc(C)cc(C)n1,i
-0.7,0.69,CCN(CC(=O)Nc1ccc(OC(F)F)cc1)C1CCCCC1,i
1.4,0.73,Cc1ccc2nc(-c3ccccc3)c(CN3CCN(c4ccccc4F)CC3)n2c1,i
.,-0.07,O=C(Nc1cccnc1)c1cc2cc(Br)ccc2oc1=O,i
-1.1,0.76,CC(=O)/C=C\c1ccccc1OC(=O)c1cc2ccccc2oc1=O,i
-1.5,-0.23,COC(=O)[C@H]1C[C@@H]1[C@H](NC(=O)OCc1ccccc1)c1ccccc1,i
1.2,0.54,COc1ccc(NC(=O)c2cccc(Cn3cc(Br)cn3)c2)cn1,i
1.2,-0.61,CC1=CC(=C(C#N)C#N)C=C(C)N1CCN1CCN(C(=O)Nc2cccc(Cl)c2)CC1,i
-0.5,-1.1,COc1ccccc1-n1c(SCC(=O)Nc2cccc(C)c2)nc2c(c1=O)SCC2,i
-0.5,0.05,O=C1C(Cl)=C(NCC2CCCO2)C(=O)N1Cc1ccccc1 (configuration not stated),i
-0.2,-1.4,Cc1ccc(S(=O)(=O)N2CCC(C(=O)N3CCCC(C(F)(F)F)C3)CC2)cc1C (configuration not stated),i
-0.2,-4.8*,CCn1c(SCC(=O)N/N=C/c2cccs2)nc2ccccc21,i
